Shiga inhibitor: blocks Shiga toxin action in Vero cells | Vero cells, Shiga toxin protein synthesis inhibition reporter | inhibition, % at 38.7 µM | 290,000 compounds, 9.2% hits; in the data active = inhibition mostly above about 28%, no sharp cut-off; inactive = mostly below about 43%; also: 0% is about no effect
Pf growth 96h: P. falciparum growth inhibition at 96 hour, primary screen for plastid delayed-death inhibitors; P. falciparum luciferase reporter growth, 96 h; Potency, µM (titrated, usually from 28.7 µM), for the others: top-dose activity change, negative = inhibition, most hits filed as inhibitors; 320,000 compounds, 6.9% hits; also: potency is read from the fitted curve at half-maximal effect; % is scaled to controls: 0 for no effect and ±100 for the full control effect
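Delayed-death screen, second-generation endpoint: infected erythrocytes, 2% hematocrit, 0.05% parasitemia final; 96 hours at 37 C, 5% CO2; luciferase detection reagent; luminescence decrease equals reduced growth.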
LmPK inh: inhibitors of Leishmania mexicana pyruvate kinase | Q27686 | purified LmPK, Kinase-Glo ATP luminescence, 1 h | Potency, µM (doses to about 57.5 µM), without a hit: at the top dose activity change, negative = inhibition, most hits filed as inhibitors | 290,000 compounds, 0.37% hits | AID 1721; also: potency is read from the fitted curve at half-maximal effect; % is scaled to controls: 0 for no effect and ±100 for the full control effect
Target sequence (Q27686 whole entry, looked up): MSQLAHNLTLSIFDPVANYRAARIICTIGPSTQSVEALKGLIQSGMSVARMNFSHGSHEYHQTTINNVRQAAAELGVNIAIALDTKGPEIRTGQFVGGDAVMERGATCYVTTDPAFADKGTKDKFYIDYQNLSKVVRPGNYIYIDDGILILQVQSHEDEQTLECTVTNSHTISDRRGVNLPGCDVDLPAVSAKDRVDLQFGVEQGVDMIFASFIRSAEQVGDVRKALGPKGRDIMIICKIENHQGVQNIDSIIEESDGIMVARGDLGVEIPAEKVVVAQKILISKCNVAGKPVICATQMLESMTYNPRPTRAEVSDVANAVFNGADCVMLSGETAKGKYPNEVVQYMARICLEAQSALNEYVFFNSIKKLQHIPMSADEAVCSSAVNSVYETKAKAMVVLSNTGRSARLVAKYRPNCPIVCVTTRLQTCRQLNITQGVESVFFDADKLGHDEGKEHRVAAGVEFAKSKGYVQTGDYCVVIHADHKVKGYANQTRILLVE
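qHTS format; LmPK 0.1 nM; substrates PEP 0.5 mM and ADP 0.1 mM. One-hour room-temperature incubation, then coupled luciferase luminescence; 0.5 nM enzyme wells mark activation.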
HCV inhibitor: HCV inhibition. Huh7.5.1 HCVcc-Cre infection, luciferase reporter, 44 h. 340,000 compounds, 3.4% hits. Potency, µM (doses to about 41.8 µM), inactives show at the highest dose activity change, negative = inhibition, most hits filed as inhibitors; also: potency is read from the fitted curve at half-maximal effect; % is scaled to controls: 0 for no effect and ±100 for the full control effect
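A cell-based infection assay in which seeded cells (1,000 per well) receive test compound after 4 h, are inoculated with HCVcc-Cre at approximately 0.5 moi, and are incubated 44 h before luminescence detection.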
Pf growth 48h: inhibits P. falciparum growth in the first generation, 48 h | Potency, µM (doses to about 28.7 µM), for the others: at the highest dose activity change, negative = inhibition, actives largely listed as inhibitors | P. falciparum luciferase growth in erythrocytes, 48 h | 310,000 compounds, 5.9% hits; also: potency is read from the fitted curve at half-maximal effect; % is scaled to controls: 0 for no effect and ±100 for the full control effect
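Luciferase-expressing P. falciparum in infected erythrocytes (2% hematocrit, 0.1% parasitemia final) in RPMI 1640/0.5% Albumax were exposed to compound for 48 hours at 37 C, 5% CO2; growth read as luminescence.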
TbPYK inhibitor: inhibitors of Trypanosoma brucei pyruvate kinase; Q57TT1; TbPYK enzyme, Kinase-Glo Plus ATP luminescence, 45 min; Potency, µM (series often up to 76.8 µM), for the others: at the top dose activity, negative = inhibition, usual class: inhibitors; 410,000 compounds, 0.12% hits; AID 624173; also: potency is read from the fitted curve at half-maximal effect; % is scaled to controls: 0 for no effect and ±100 for the full control effect; nearly all actives have a fitted effect of over 50% in size
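Assay buffer: 50 mM TEA pH 7.2, 100 mM KCl, 10 mM MgCl2, 0.05% BSA, 0.01% Tween-20. Pyruvate kinase from T. brucei plus substrate met compound, then ADP (130 uM final). Luminescence was read post 45 min RT.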
Cycloheximide cs: counter-screen for Shiga toxin inhibitors: cycloheximide protein synthesis inhibition. 300,000 compounds, 12% hits. cell reporter, cycloheximide protein synthesis inhibition counterscreen. AID 2314. max response, %; in the data active = max response mostly above about 13%, no sharp cut-off; inactive = mostly below about 14%; also: read at 38.3 µM for the half of the compounds with a filed dose; 0% is about no effect
* = called active by the depositor; ? = inconclusive; . = not tested or not shown; & = joins results of further samples; [ ] = another dose, or the depositor's remark. Unless noted, calls follow the shape of the dose curve; as a rule, active = well fitted curve in the direction sought with a large enough effect; inconclusive = small, poorly fitted or top-dose-only effect, or another doubt; inactive = no such curve, though single readings can be large; an effect the other way counts as inactive or inconclusive. Rows are unselected; 24% or so of the library scored in one or more.

entry	canonical_smiles	Shiga inhibitor	Pf growth 96h	LmPK inh	HCV inhibitor
1	COc1ccccc1N1CCN(S(=O)(=O)c2cc(Br)cnc2N)CC1	-4.6	?	6.1%	-19.7%
2	O=C(c1ccc2c(=O)n(C3CCCC3)c(=S)[nH]c2c1)N1CCN(C2CCCCC2)CC1	-17.0	-0.3%	-1.1%	13.1%
3	Cc1ccccc1-c1nc(CS(=O)(=O)CC(=O)N2CCc3ccccc3C2)c(C)o1	-2.6	-12.9%	1.8%	-28.1%
4	CCS(=O)(=O)CCSc1nc2c(cc1C#N)CCCC2	18.2	.	2.9%	?
5	COc1ccc(F)cc1S(=O)(=O)N1CCCN(S(=O)(=O)c2cc(F)ccc2OC)CC1	-2.8	.	-2.3%	-22.6%&-11.0%
6	CC(C)c1ccc(C(C(=O)NC2CCCCC2)N(C(=O)c2csnn2)C2CC2)cc1 (configuration not stated)	-7.1	10.9%	0.5%	21.5%
7	COC(=O)[C@@H](NC(=O)NCc1cccs1)C(C)C	-5.5	9.1%	2.0%	-6.6%
8	CC(=O)Nc1c(C(=O)N2CCCCCC2)cnn1-c1ccccc1	-24.1	5.8%	2.8%	14.8%
9	CC(=O)Nc1ccc(CN2CCCC(CCC(=O)NCc3ccccc3F)C2)cc1 (configuration not stated)	-10.9	-16.4%	0.1%	-0.7%
10	Cc1c(C(=O)O)sc2nc3n(c(=O)c12)CCC3	-2.8	16.9%	-6.4%	21.8%
11	CNC(=O)Oc1ccc2ncccc2c1	-17.9	-4.6%	2.8%	3.9%
12	COc1ccc(CN2CCCC(C(=O)c3ccc(SC)cc3)C2)cc1Cn1cccn1 (configuration not stated)	10.4	29.4%	8.9%	?

entry	Pf growth 48h	TbPYK inhibitor	Cycloheximide cs
1	14.0%	-2.0%	-3.1
2	8.2%	2.2%	-2.4
3	-2.7%	-21.2%	0.6
4	14.4%	3.4%	12.0*
5	?	4.8%	-0.8
6	13.1µM*	-3.0%	-6.1
7	23.5%	-13.5%	4.1
8	.	-6.5%	-3.7
9	14.6%	-2.0%	-4.4
10	8.8%	-7.4%	-1.4
11	-13.1%	-11.2%	-7.0
12	?	-2.7%	-2.4

entry	canonical_smiles	Shiga inhibitor	Pf growth 96h	LmPK inh	HCV inhibitor
13	COc1ccccc1OCc1ccc(C(=O)N2CCN(C)CC2)o1	10.1	40.2%[activator]	3.4%	10.2%
14	NC(=O)COC(=O)c1ccc2c(c1)C(=O)N(Cc1ccco1)C2=O	-6.4	18.5%	1.0%	-8.7%
15	CCN(Cc1ccccc1)C1CCN(Cc2ccc(SC)cc2)CC1	3.7	-25.6%	-1.7%	7.08µM*
16	O=C(c1ccc(CNc2c(N3CCCC3)c(=O)c2=O)cc1)N1CCc2ccccc2C1	11.5	?	2.5%	18.1%
17	CC(C)COP(=O)(OCC(C)C)C(Nc1ccccc1)c1ccc(F)cc1 (configuration not stated)	-1.2	-15.1%	-4.1%	5.7%
18	COc1ccc(Oc2ccccc2/C=C/C(=O)O)cc1	1.8	0.0%	1.4%	23.1%
19	CCCCn1c(N)c(N2CCOCC2)c(=O)n(CC(=O)NCCc2ccccc2)c1=O	-9.3	15.5%	2.3%	22.1%
20	O=C(COc1ccccc1[N+](=O)[O-])Nc1cccc(C(=O)Nc2ccccc2C(=O)O)c1	-18.4	0.6%	-10.9%	3.6%
21	COc1ccc(C(=O)OCC(=O)Nc2nc3c(F)c(F)c(F)cc3s2)cc1OC	-28.8	22.5%	3.3%	-4.3%
22	CC(=O)c1sc(NC(=O)CCCOc2ccc(Cl)cc2)nc1C	34.7	8.4%	0.0%	-11.0%
23	Cc1ccc(NC(=S)NC(=O)/C=C/c2ccc(Cl)cc2)cc1	13.0	-19.8%	0.6%	15.1%
24	CNS(=O)(=O)c1ccc(N=Cc2c(O)n(-c3ccc(C)cc3)c(=O)[nH]c2=O)cc1	-2.8	56.8%[activator]	-0.3%	19.9%

entry	Pf growth 48h	TbPYK inhibitor	Cycloheximide cs
13	11.4%	2.7%	1.3
14	13.7%	0.1%	-3.9
15	?	-1.1%	-4.6
16	-17.9%	8.8%	-2.7
17	?	-7.6%	6.4
18	1.8%	-0.9%	9.1
19	?	-8.3%	-3.1
20	-15.2%	-8.1%	-5.8
21	5.1%	-0.4%	1.9
22	-1.7%	2.8%	7.2
23	11.3%	-5.8%	8.4
24	84.0%[activator]	0.4%	-4.0

entry	canonical_smiles	Shiga inhibitor	Pf growth 96h	LmPK inh	HCV inhibitor
25	COc1cc(O)oc1C=Nc1ccc(C(=O)O)cc1	3.2	23.6%	25.1µM*	?
26	COc1ccc(NC(=O)Nc2ccc(OCC(=O)N3CCOCC3)cc2)cc1OC	7.9	73.3%[activator]	-1.4%	6.9%
27	Cc1ccc2[nH]c(=O)c(CN(CC3COCCO3)C(=O)Nc3ccccc3C)cc2c1 (configuration not stated)	-26.0	0.465µM*	-3.8%	-3.0%
28	Cc1nc(CC(=O)NNS(=O)(=O)c2ccc(F)c(Cl)c2)cs1	-6.6	?	-0.3%	10.6%
29	NC(=O)CC(NC(=O)Cc1cccc2ccccc12)c1ccc(NCc2ccccn2)c([N+](=O)[O-])c1 (configuration not stated)	-14.9	1.8%	1.2%	5.4%
30	COC(=O)c1cc(C(=O)Nc2nnc(C3CC3)s2)cc([N+](=O)[O-])c1	1.8	?	4.9%	7.7%
31	Cc1ccc(NC(=O)c2sc(N)nc2-c2ccc([N+](=O)[O-])cc2)c(C)c1	0.2	0.0%	0.4%	-24.4%
32	CC1Oc2ccccc2N(Cc2ccccc2F)C1=O (configuration not stated)	5.2	?	2.6%	.
33	Cn1ncc2c(N3CCC(Cc4ccccc4)CC3)ncnc21	-2.8	13.0%	2.0%	?
34	O=C(NC1(C(F)(F)F)N=C(c2ccccc2)NC1=O)c1ccccc1 (configuration not stated)	-5.2	?	2.1%	-0.8%
35	Cn1c(NC(=O)c2ccc(F)cc2)nc2ccccc21	39.9*	-8.4%	-9.9%	-13.0%
36	CCOC(=O)CC(=O)CSc1nc(N)c(C#N)c(-c2ccc(F)cc2)c1C#N	-20.9	?	4.2%	-13.0%

entry	Pf growth 48h	TbPYK inhibitor	Cycloheximide cs
25	?	?	-3.2
26	22.8%	-1.5%	-3.8
27	-19.1%	-0.4%	-2.6
28	4.6%	-9.4%	-4.2
29	-9.9%	4.1%	-4.2
30	-19.9%	2.2%	1.6
31	-1.1%	-4.4%	-0.4
32	-0.5%	.	-3.7
33	-6.3%	2.2%	10.5
34	2.1%	-6.9%	-1.3
35	21.7%	0.6%	30.7*
36	?	-4.9%	-5.1

entry	canonical_smiles	Shiga inhibitor	Pf growth 96h	LmPK inh	HCV inhibitor
37	COc1ccccc1OCCNC(=O)C(c1ccccc1)c1ccccc1	8.9	?	6.1%	-18.6%
38	O=C1CSC(=Nc2ccc(O)cc2)N1c1ccc(O)cc1	-10.3	10.4µM*	-0.9%	1.6%
39	CC(=O)c1nc(N2C(=O)CC(Cc3cccc(C)c3)C2=O)sc1C (configuration not stated)	-11.2	20.1%	0.3%	3.6%
40	Cc1ccc(-n2ncc3c(NNC(=O)c4ccco4)ncnc32)c(C)c1	19.4	18.2%	15.3%	2.6%
41	Cc1[nH]c2ccccc2c1C(=O)CSC(=S)N(C)C	73.8*	64.3%[activator]	-3.0%	4.9%
42	Cc1ccc(OCCCn2ccnc2)c([N+](=O)[O-])c1	2.8	6.57µM*	-3.0%	19.0%
43	Cc1cccc(NC(=O)c2sc(NC(=O)c3ccco3)c(C#N)c2C)c1C	-10.2	?	6.6%	-25.5%
44	Cc1ccc(S(=O)(=O)N2CCC(C(=O)Nc3nnc(C45CC6CC(CC(C6)C4)C5)s3)CC2)cc1	-19.3	?	6.1%	.
45	CC1(C)OC(=O)N(c2ccccn2)C1(C)O (configuration not stated)	-20.0	-15.2%	-4.1%	19.0%
46	C/C(CC(=O)Nc1cccc(Cl)c1Cl)=N\NC(=O)C(=O)NC1CCCCC1	-2.3	?	0.0%	28.9%
47	CN(C)S(=O)(=O)c1ccc(NC(=O)CN2CCOCC2)cc1	-2.1	-2.5%	1.7%	1.0%
48	COc1cc(N)c(C(O)c2nccc3cc(OC)c(OC)cc23)cc1OC (configuration not stated)	-3.6	?	-1.8%	-4.6%

entry	Pf growth 48h	TbPYK inhibitor	Cycloheximide cs
37	?	-1.0%	-1.2
38	?	-17.6%	-3.0
39	59.7%[activator]	-14.6%	8.6
40	19.6%	-9.1%	-0.4
41	51.4%[activator]	-1.9%	29.8*
42	-6.5%	28.6%	-1.7
43	7.0%	1.3%	-7.0
44	?	.	7.2
45	10.0%	7.3%	-2.0
46	15.6%	-0.4%	-1.8
47	-3.7%	-2.1%	-6.4
48	-1.6%	1.7%	1.3

Entries shown so far with a thiophene ring, fused or not, in the order listed:
entry	canonical_smiles	Shiga inhibitor	Pf growth 96h	LmPK inh	HCV inhibitor
7	COC(=O)[C@@H](NC(=O)NCc1cccs1)C(C)C	-5.5	9.1%	2.0%	-6.6%
10	Cc1c(C(=O)O)sc2nc3n(c(=O)c12)CCC3	-2.8	16.9%	-6.4%	21.8%
43	Cc1cccc(NC(=O)c2sc(NC(=O)c3ccco3)c(C#N)c2C)c1C	-10.2	?	6.6%	-25.5%

entry	Pf growth 48h	TbPYK inhibitor	Cycloheximide cs
7	23.5%	-13.5%	4.1
10	8.8%	-7.4%	-1.4
43	7.0%	1.3%	-7.0

(listing goes on)
entry	canonical_smiles	Shiga inhibitor	Pf growth 96h	LmPK inh	HCV inhibitor
49	CC(=O)Nc1cc(NC(C)=O)cc(C(=O)OC(C)C(=O)Nc2ccc(S(=O)(=O)N3CCCC3)cc2)c1 (configuration not stated)	.	-6.6%	.	8.1%
50	O=C(CCn1c(=O)[nH]c2ccccc2c1=O)N1CCN(c2cccc(C(F)(F)F)c2)CC1	-1.5	-21.8%	-3.0%	9.4%
51	COc1ccc(C2/C=C\CN(C(=O)C3CC3)[C@H](Cc3ccccc3)C(=O)N2Cc2ccc(F)cc2)cc1 (some centres not stated)	-4.0	?	-6.2%	-9.9%[8.37 µM]
52	COc1ccc(NC(=S)NC(=O)/C=C/c2ccc(F)cc2)cc1	16.1	-13.8%	1.5%	3.2%
53	COc1ccc(CCNC(=O)COC(=O)C2CC2)cc1	-7.6	5.2%	4.3%	8.8%
54	COC(=O)c1csc(S(=O)(=O)N2CCCCC2)c1OC	11.5	86.9%[activator]	-6.2%	17.4%
55	Cc1ccc(N2CCN(CC(=O)Nc3c(C(=O)C4CC4)oc4ccccc34)CC2)cc1	6.6	7.4%	4.3%	.
56	CCCN(c1ccc(C)cc1)c1nc(=O)c2cccnc2s1	-5.5	6.57µM*	-0.6%	-16.9%

entry	Pf growth 48h	TbPYK inhibitor	Cycloheximide cs
49	1.6%	1.8%	.
50	42.0%[activator]	-10.1%	-1.3
51	10.4µM*	2.0%	-4.1
52	3.4%	1.5%	-1.8
53	7.3%	-5.0%	-0.7
54	42.6%	-2.6%	0.9
55	.	.	-0.7
56	?	-2.6%	-1.5
